# Bioassay records as filed in PubChem BioAssay.
# Diaphorase inh: inhibits diaphorase or chemically oxidizes, flagging diaphorase assay artifacts. diaphorase resazurin-to-resorufin fluorescence, NADH, 16 min; bacterial (C. kluyveri) enzyme, not human. 190,000 compounds, 0.69% hits. inhibition, % at 20 µM;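 active = primary screen inhibition at 20 µM above a set limit, cut at about 50% in these data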;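 note: plate controls were DMSO with full reaction for no effect and wells lacking NADH for full effect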
#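 material = Clostridium kluyveri diaphorase enzyme | amount = 0.14 U/mL diaphorase, enzyme working solution | schedule = incubation 16 min, room temperature | detection = fluorescence of resorufin formed from resazurin, Ex 544/Em 590 nm | benchmarks = positive control minus NADH, DMSO neutral control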
# STAT1 activator: increases IFN-gamma driven STAT1 reporter signal | activation (% of control), % at 5.5 µM | NIH 3T3 STAT1-luciferase reporter, luminescence; 100% = IFN-gamma alone, no compound | 200,000 compounds, 2.6% hits;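 active = activation above the screen-wide mean activation plus 3 SD, cut at about 130% in these data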;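 note: raw ratio to IFN-gamma control signal so 100% means no change and 0% no light; values of inactives mirror those of a sister screen read the other way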
# APP transl inh: APP translation inhibition; SH-SY5Y APP 5'UTR-luciferase reporter, luminescence; inhibition, % at 2 µM; 190,000 compounds, 0.82% hits; AID 1285;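 active = inhibition above a set limit, derived from the sample mean plus 3 SD, cut at about 45% in these data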; note: values of inactives mirror those of a sister screen read the other way
# STAT1 blocker: inhibitors of IFN-gamma induced STAT1 signaling; NIH 3T3 STAT1-luciferase reporter, luminescence; inhibition, % at 5.5 µM; 200,000 compounds, 0.35% hits; AID 920;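 active = inhibition above a set limit, the mean inhibition across all tested compounds plus 3 SD, cut at about 34% in these data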;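 note: 0% = IFN-gamma with DMSO and 100% = IFN-gamma with 300 µM nifuroxazide; values of inactives mirror those of a sister screen read the other way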
# Diaphorase act: activates diaphorase or chemically reduces, flagging diaphorase assay artifacts | Diaphorase/resazurin coupled assay, resorufin fluorescence, 16 min; active compounds read high; 1 = vehicle wells, 0 = NADH-free wells | activation factor at 20 µM | 190,000 compounds, 0.005% hits | AID 1229;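 active = diaphorase activity raised at least twofold by the compound at 20 µM; inactive = activation factor below 2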
#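 Assay system: bacterial diaphorase enzyme (C. kluyveri) / Input: enzyme 0.07 U/mL final / Medium: 50 mM HEPES pH 7.4 with 4.542 mM MgCl2, 0.005% Tween 20 / Doses: single compound dose of 20 µM, 1% DMSO final / Incubation: 16 min enzyme reaction, ambient temperature / Signal: fluorescence, excitation 544 nm and emission 590 nm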
# TLR4-MyD88 BLA: blocks binding of human TLR4 to MyD88. HeLa CL3-4 TLR4/MyD88 BLA complementation, FRET ratio. inhibition, % at 8.4 µM. 200,000 compounds, 0.18% hits. AID 861; in the data active = inhibition above about 25%;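 note: 0% = vehicle and 100% = reference inhibitor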
# Target sequence (O00206 whole entry, looked up): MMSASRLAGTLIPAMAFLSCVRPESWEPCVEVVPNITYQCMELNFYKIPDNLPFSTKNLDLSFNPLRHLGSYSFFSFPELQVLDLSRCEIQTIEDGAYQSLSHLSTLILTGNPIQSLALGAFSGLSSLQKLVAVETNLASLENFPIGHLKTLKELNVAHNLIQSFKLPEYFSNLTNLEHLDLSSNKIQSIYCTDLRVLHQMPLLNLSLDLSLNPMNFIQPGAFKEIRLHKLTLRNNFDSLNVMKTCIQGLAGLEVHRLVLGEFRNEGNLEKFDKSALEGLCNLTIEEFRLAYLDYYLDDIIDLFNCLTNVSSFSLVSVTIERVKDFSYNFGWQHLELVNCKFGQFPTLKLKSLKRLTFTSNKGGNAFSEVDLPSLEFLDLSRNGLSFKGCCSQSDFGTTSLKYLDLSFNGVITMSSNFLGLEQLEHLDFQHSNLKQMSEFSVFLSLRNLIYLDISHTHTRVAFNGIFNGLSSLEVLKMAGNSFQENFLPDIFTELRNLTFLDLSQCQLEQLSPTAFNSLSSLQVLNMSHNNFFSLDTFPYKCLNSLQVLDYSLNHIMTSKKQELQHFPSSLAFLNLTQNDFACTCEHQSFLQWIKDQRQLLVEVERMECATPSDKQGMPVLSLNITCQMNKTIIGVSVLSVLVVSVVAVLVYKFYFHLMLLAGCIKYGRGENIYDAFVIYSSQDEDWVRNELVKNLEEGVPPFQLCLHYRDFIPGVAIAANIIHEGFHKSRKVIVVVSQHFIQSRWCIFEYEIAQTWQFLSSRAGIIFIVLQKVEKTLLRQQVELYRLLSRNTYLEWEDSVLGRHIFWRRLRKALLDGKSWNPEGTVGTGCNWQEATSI
# Target sequence (Q99836 whole entry, looked up): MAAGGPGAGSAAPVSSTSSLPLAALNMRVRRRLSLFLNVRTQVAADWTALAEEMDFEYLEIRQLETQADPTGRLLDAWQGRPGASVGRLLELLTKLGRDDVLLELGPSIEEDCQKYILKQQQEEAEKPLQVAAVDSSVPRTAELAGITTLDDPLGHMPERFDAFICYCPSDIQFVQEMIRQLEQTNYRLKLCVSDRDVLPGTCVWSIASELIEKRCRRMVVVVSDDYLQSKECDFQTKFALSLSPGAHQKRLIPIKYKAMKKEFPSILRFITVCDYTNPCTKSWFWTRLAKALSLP
# Hsp70 activator: Hsp70 transcriptional activation, primary screen. HeLa Hsp70 promoter luciferase reporter, luminescence; scaled: vehicle 0, proteasome-inhibitor control 100%. 200,000 compounds, 0.04% hits. activation, % at 10 µM;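 active = activation above the mean across all tested compounds plus 3 SD, cutoff set per campaign, cut at about 5.5% in these data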;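 note: 100% = MG132 at 30 µM as the positive control and 0% = DMSO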
# G6PDH CS: L. mesenteroides G6PDH inhibition counter-screen. Purified L. mesenteroides G6PDH, diaphorase/resazurin coupled fluorescence, 45 min. inhibition, % at 5 µM. 200,000 compounds, 0.12% hits. AID 1020; in the data active = inhibition above about 50%
# STAT3 act: increases IL-6 driven STAT3 reporter signal; 190,000 compounds, 0.91% hits; AID 871; U3A cells, IL-6 STAT3-luciferase reporter, luminescence; 100% = signal with IL-6 EC80 alone; activation (% of control), % at 5.6 µM;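 active = activation above the screen-wide mean of compound activation plus 3 SD, cut at about 130% in these data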;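 note: 0% = background luminescence of wells with medium and substrate only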
#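 Material: human STAT1-deficient U3A cells with stable STAT3-luciferase reporter / Probe or stimulus: IL-6 stimulus at 33 ng/mL final / Schedule: 1 h compound pre-exposure, 6 h IL-6 stimulation, 37 °C / Technique: luminescence / Read-out basis: percent of IL-6-only median luminescence / Control set: IL-6-only high control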
# STAT3 blocker: inhibitors of IL-6 induced STAT3 signaling; U3A cells, IL-6 STAT3-luciferase reporter, luminescence; host cell line lacks STAT1; inhibition, % at 5.5 µM; 190,000 compounds, 0.89% hits; AID 862;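 active = inhibition above the mean inhibition across all screened compounds plus 3 SD, cut at about 44% in these data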;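 note: 0% = DMSO only wells and 100% = 100 µM nifuroxazide control wells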
# * marks the source's active call; other numbers are inactive results; · = not tested or not shown.
canonical_smiles	STAT3 act	STAT1 activator	APP transl inh	Hsp70 activator	Diaphorase act	TLR4-MyD88 BLA	STAT1 blocker	STAT3 blocker	G6PDH CS	Diaphorase inh
O=C(CSc1ccc(C(F)(F)F)cc1[N+](=O)[O-])Nc1ccc2ccccc2c1	101	99	0	-0.2	0.9	-8	1	2	-5	14
Cc1cccc(-n2c(SCc3cc(=O)n4ccsc4n3)nc3ccccc3c2=O)c1	120	102	-3	-0.5	0.8	-9	-3	-20	0	23
O=C(CN1CCN(S(=O)(=O)c2ccc(Br)cc2)CC1)Nc1ccc(F)cc1F	103	106	3	0.4	0.9	-12	-6	0	-11	10
CC(=O)[C@H]1[C@@H]2C(=O)N(c3cccc(Cl)c3)C(=O)[C@@H]2[C@H]2c3ccccc3C=CN21	127	98	-6	0.3	1	12	2	-24	32	4
COc1ccc(/C=N/Nc2nc(NCc3ccco3)nc(Nc3ccc(OC)cc3)n2)cc1	98	109	0	-0.2	0.8	-17	-10	0	-4	20
O=C(Nc1ccccc1)N(CCCN1CCOCC1)Cc1ccccc1F	95	103	21	-0.1	0.9	-8	-3	6	10	12
COc1cccc(CN2CCC(CO)(CC3CCCCO3)CC2)c1 (configuration not stated)	106	100	-24	-0.3	0.9	-8	-1	-2	2	5
c1ccc2[nH]c(CSc3nnc(-c4ccncc4)o3)nc2c1	110	98	-57	-0.1	1	-13	0	-8	5	1
CCn1cc(/C=N\NC(=O)COc2cccc(C)c2C)c(C)n1	100	98	-2	-0.2	1	6	3	5	6	4
CC(NC(=O)C12CC3CC(CC(C3)C1)C2)C(=O)NCCN(C)C (configuration not stated)	104	104	8	-0.4	1	3	-5	2	6	4
Cc1ccc(C23CC4CC(CC(NC(=O)NC(C)(C)CO)(C4)C2)C3)cc1	96	85	·	0.2	1	2	12	4	-2	0
C=CCNc1nc(-c2c(C)nc3sccn23)cs1	84	101	8	-0.3	0.8	0	1	22	23	24
COC(=O)c1ccc(NC(=O)CCn2c(=O)oc3ccccc32)cc1	104	100	-13	-0.1	1.1	-2	0	-4	-5	-5
COCCN(Cc1cn(C)nc1-c1ccccc1F)C(C)C	98	104	-2	-0.3	0.9	-18	-6	6	5	9
CS(=O)(=O)N1N=C(c2ccccc2)CC1c1ccc2nccnc2c1 (configuration not stated)	94	101	15	-0.1	0.9	3	-1	6	-6	13
Cn1cccc1C(=O)NC(=O)CSc1cccc[n+]1[O-]	97	97	17	-0.5	0.9	-7	4	8	18	12
CCCn1nc(C(=O)OCC(=O)Nc2ncc(Cl)c(C)c2Cl)c2ccccc2c1=O	97	101	-4	-0.3	0.9	-7	-1	-1	-60	10
O=C(N/N=C1\CCc2ccccc21)c1ccccc1Cl	99	131*	-102	-0.3	0.8	6	-35	5	5	16
Cc1cc(C)c2c(N)c(C(=O)c3ccc(Cl)cc3)sc2n1	86	104	-25	-0.3	1	-9	-2	15	1	-4
COc1cc(CNn2c(C)n[nH]c2=S)cc(Br)c1OCc1ccc(F)cc1	105	104	-3	-0.4	0.8	4	-5	-1	-7	18
O=C(COC(=O)/C=C/c1cccc(F)c1)Nc1ccccc1	103	100	0	-0.3	1	-13	-2	5	1	1
COc1cc2nc(C3CCC3)nc(N3CCN(c4ccccc4OC)CC3)c2cc1OC	106	97	11	-0.3	0.8	-12	3	-2	-3	21
COc1ccccc1Nc1ncnc2c1cnn2-c1cccc(C)c1	96	121	-12	-0.1	1	1	-22	12	-5	5
COc1cc(SC)ccc1C(=O)N1CCN(c2ccccc2)CC1	94	96	3	-0.2	0.8	8	3	10	8	17

# Entries of single compounds from above.
# COc1cc2nc(C3CCC3)nc(N3CCN(c4ccccc4OC)CC3)c2cc1OC is listed with STAT3 act = 106; STAT1 activator = 97; APP transl inh = 11; Hsp70 activator = -0.3; Diaphorase act = 0.8; TLR4-MyD88 BLA = -12; STAT1 blocker = 3; STAT3 blocker = -2; G6PDH CS = -3; Diaphorase inh = 21
# COc1cc(SC)ccc1C(=O)N1CCN(c2ccccc2)CC1 is listed with STAT3 act = 94; STAT1 activator = 96; APP transl inh = 3; Hsp70 activator = -0.2; Diaphorase act = 0.8; TLR4-MyD88 BLA = 8; STAT1 blocker = 3; STAT3 blocker = 10; G6PDH CS = 8; Diaphorase inh = 17

# New compounds follow
canonical_smiles	STAT3 act	STAT1 activator	APP transl inh	Hsp70 activator	Diaphorase act	TLR4-MyD88 BLA	STAT1 blocker	STAT3 blocker	G6PDH CS	Diaphorase inh
O=C(CNC(=O)c1ccc(Br)cc1)NCC(=O)OCc1ccc(Cl)cc1	98	100	-16	0.1	0.9	-16	-2	4	8	9
Cc1ccc(C)c(N2CCN(c3ccc(N4C(=O)COCC4=O)cc3[N+](=O)[O-])CC2)c1	87	100	-30	-0.2	0.8	6	0	15	4	17
COc1ccc(Br)cc1C(=O)Nc1cc(C)cc(C)c1	99	106	8	0.0	0.9	-5	-7	5	3	10
CCCCc1ccc(-c2ccc(Br)cc2)nc1	85	155*	-125	-0.1	0.9	-1	-65	20	3	11
Cc1ccc2nc(SCc3ccc([N+](=O)[O-])cc3)nc(C)c2c1	88	100	-3	-0.6	0.8	-3	0	19	-16	17
COc1ccc(C(CC(=O)O)NC(=O)C2CCCCC2)cc1 (configuration not stated)	98	100	-12	0.0	1.1	2	0	7	6	-9
O=C1N/C(=C/c2ccc(Br)cc2)C(O)=C1C=NCc1ccccc1	102	95	59*	-0.5	1	-5	6	0	3	0
COC(=O)c1ccc(CN2C(=O)C3CCCCC3C2=O)o1 (configuration not stated)	105	92	-7	-0.3	·	4	7	-2	17	·
CCOC(=O)C1(C)NC(c2cccs2)C2C(=O)N(c3ccc(C)cc3)C(=O)C21 (configuration not stated)	103	91	0	-0.1	1	3	8	-2	2	3
COc1ccc(CN(CCC#N)C(=S)NC(=O)c2ccccc2)cc1	108	109	-9	-0.1	0.9	-3	-10	-2	6	14
CC(C)C(=O)Nc1ccc(C(=O)Nc2ccc(Br)cc2F)cc1	85	114	-6	-0.2	0.9	-14	-16	20	-6	8
CC(=O)Nc1ccc(Oc2cc(C#N)c(C#N)cc2N2CCCCCC2)cc1	76	103	24	-0.2	0.8	2	-3	32	4	16
C=CCn1c(-c2sccc2C)n[nH]c1=S	95	101	-9	-0.2	0.9	1	-1	4	-1	7
CC1=CC(C)(C)N(C(=O)CSc2nnc(N)s2)c2ccccc21	87	93	11	-0.1	1	4	8	14	4	0
COc1ccccc1C1=Nn2c(nnc2C2CCCCC2)SC1	115	95	-1	-0.3	0.9	3	6	-12	6	14
O=C(Nc1ccc(C(=O)Oc2ccccc2)c(O)c1)c1ccccc1	90	120	-32	0.2	0.8	-6	-21	20	0	19
O=C(Cn1cnc([N+](=O)[O-])c1)NC1CCCC1	103	101	-7	-0.3	0.9	0	-1	0	4	11
COc1ccc(S(=O)(=O)N2CCCC(C(=O)Nc3ccc4c(c3)OCCO4)C2)cc1 (configuration not stated)	84	95	-36	0.4	0.9	10	6	22	-2	15
CN1CCN(C(=O)CCC(=O)c2ccc(F)cc2)CC1	95	99	-4	-0.5	0.9	6	2	10	-1	11
O=C(Cn1cc(C(F)(F)F)ccc1=O)N1CCN(S(=O)(=O)c2ccccc2)CC1	99	96	-7	0.1	0.8	-4	4	4	-4	18
Cc1nnc(SCc2nc3ccccc3s2)n1N	141*	134*	-91	0.0	1	2	-37	-50	1	3
COc1ccc(CN(Cc2ccccn2)C(=O)CN2C(=O)COc3ccccc32)cc1	102	103	-10	0.4	0.8	-7	-3	1	6	22
CCOc1nc(C#N)nc(N2CCCCC2)n1	91	104	3	-0.1	1	16	-3	17	-1	-2
Cc1ccc(NC(=O)c2sc(Cl)nc2-c2ccccc2)cc1	98	94	23	-0.2	0.9	-2	7	8	13	8

# Just Diaphorase inh, STAT1 blocker and G6PDH CS (2 entries from above):
Compound | Diaphorase inh | STAT1 blocker | G6PDH CS
O=C(Cn1cc(C(F)(F)F)ccc1=O)N1CCN(S(=O)(=O)c2ccccc2)CC1 | 18 | 4 | -4
Cc1nnc(SCc2nc3ccccc3s2)n1N | 3 | -37 | 1

# (continued)
canonical_smiles	STAT3 act	STAT1 activator	APP transl inh	Hsp70 activator	Diaphorase act	TLR4-MyD88 BLA	STAT1 blocker	STAT3 blocker	G6PDH CS	Diaphorase inh
O=c1c(Cc2ccccc2)c(O)ccn1Cc1ccco1	105	97	-5	-0.3	0.9	-7	1	6	9	9
COc1ccc(-c2ccc(-c3noc(-c4ccccc4OC)n3)c(OC)n2)cc1	89	98	3	-0.1	0.8	4	2	16	-67	23
CC(C)C/C(O)=C/c1nc2cc(Cl)ccc2oc1=O	109	78	9	-0.3	0.6	-14	24	-9	42	41
COc1ccc(C(CC(=O)O)NC(=O)c2cc3cc(Br)ccc3oc2=O)cc1OC (configuration not stated)	99	98	4	-0.2	0.9	-8	2	6	4	7
CN(c1ccccc1)S(=O)(=O)c1ccc(C(=O)Nc2nnc(C3=COCCO3)o2)cc1	105	99	4	-0.2	0.9	-5	1	2	9	12
CCOC(=O)c1cnc(SCC(=O)N2CCOCC2)nc1N	105	100	16	0.1	·	6	-2	-3	5	·
Cc1ncoc1C(=O)Nc1nccs1	98	101	0	-0.6	0.9	-7	-1	6	9	8
CN(C)CC1(c2ccccc2)CCCC1	98	99	9	-0.2	0.9	-1	1	9	4	10
O=C(OCC(=O)N1CCN(c2ccccc2)CC1)c1ccc[n+]([O-])c1	96	99	1	0.2	1.1	-23	1	14	8	-6
CCOc1[nH]c(/N=C/c2ccco2)c(C#N)c1C#N	102	92	·	-0.2	0.8	2	8	4	7	18
C/C(CC(=O)NCc1ccc(F)cc1)=N\NC(N)=S	90	97	10	-0.3	1	-3	3	19	11	2
c1ccc(CC(Nc2ccccn2)c2ccccc2)cc1 (configuration not stated)	101	89	-4	-0.3	1	3	11	1	-3	4
Cc1ccccc1N(CC(=O)N1CCN(c2ccccc2)CC1)S(C)(=O)=O	104	97	-20	-0.1	0.8	1	3	-3	7	15
Cc1ccc(S(=O)(=O)N2CCC(C(=O)NNC(=O)c3ccc(F)cc3)CC2)cc1	86	97	7	0.0	1	-11	3	19	8	-2
COc1ccc(Cn2nnnc2CN2CCc3ccccc3C2)cc1	107	100	-7	0.1	0.8	-8	0	-4	7	21
O=c1c(=O)n(O)c2ccccc2n1O	100	107	-8	0.2	0.9	8	-8	7	19	14
O=c1[nH]c(SCc2ccc(F)cc2)nc2c1cnn2-c1ccc(F)cc1	97	99	1	-0.2	1	-6	1	9	-22	-1
O=C(NCc1ccc(F)cc1)C1CCN(S(=O)(=O)N2CCCC2)CC1	95	97	-4	-0.4	0.9	-9	2	9	2	6
CCCC(=O)C1=C(SCC)CC(C)(C)C(C(=O)OC)C1=O (configuration not stated)	103	106	-12	-0.1	0.8	0	-8	1	-2	18
